SENP8 block-1: human SENP8 protease inhibitors, primary screen, biochemical, fluorescence, Nedd8 protein substrate, uHTS. inhibition, % at 20 µM. AID 602440, 2012. recombinant SENP8. hit rate 0.64% among 360,000. Sentrin-specific protease 8 (Homo sapiens), Q96LD8; in the data active = inhibition mostly above about 40%, no sharp cut-off; inactive = mostly below about 27%
PfGluPho inh: PfG6PD enzyme inhibitors, primary screen, biochemical, fluorescence intensity, uHTS | glucose-6-phosphate dehydrogenase-6-phosphogluconolactonase (Plasmodium falciparum 3D7) | PfGluPho enzyme, NADPH resazurin-diaphorase fluorescence | inhibition, % at 20 µM | hit rate 0.78% among 350,000;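 active = inhibition reaching at least a set limit at 20 µM in the primary screen, cut at about 59% in these data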;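 note: 0% = DMSO wells with substrate and 100% = DMSO wells lacking glucose-6-phosphate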
Apaf-1 inh: inhibitors of human Apaf-1 apoptosome, primary screen, biochemical, DEVD-Rh110 fluorescence, uHTS. Apoptotic protease-activating factor 1 (Homo sapiens), O14727. reconstituted apoptosome caspase-3 activity. inhibition, % at 20 µM. hit rate 0.71% among 330,000. AID 489030, 2010; active = inhibition of at least 40% at 20 µM;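 note: plate controls were DMSO wells for no effect and DEVD-CHO caspase inhibitor wells for full effect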
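System: reconstituted apoptosome with Apaf-1, cytochrome c, caspase-9, procaspase-3, dATP; Signal: Rh110 fluorescence intensity; Schedule: 30 min compound preincubation, 50 min activation, room temperature; Reagent: cytochrome c trigger plus (Z-DEVD)2-Rh110 caspase-3 substrate.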
NALP3 yeast inh: NALP3 inflammasome inhibitors in reconstituted yeast, primary screen, luminescence, uHTS; hit rate 0.39% among 330,000; inhibition, % at 10 µM; Yeast reconstituted NLRP3/ASC/caspase-1, beta-gal luminescence, 24 h; AID 2825, 2010;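 active = inhibition of 50% or more; inactive = inhibition below 50%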;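 note: plate controls were induced DMSO wells for no effect and uninduced yeast grown without galactose for full effect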
SENP8 block-2: SENP8 protease inhibitors, primary screen, biochemical, luminescence; Sentrin-specific protease 8 (Homo sapiens), Q96LD8; purified SENP8, Z-RLRGG-aminoluciferin cleavage; inhibition, % at 10 µM; hit rate 1.2% among 330,000; AID 2540, 2010; in the data active = inhibition above about 50%
SENP1 inh: human SENP1 catalytic domain inhibitors, primary screen, biochemical, FRET, uHTS | Sentrin-specific protease 1 (Homo sapiens), Q9P0U3 | recombinant SENP1 catalytic domain, CyPet-SUMO1-YPet FRET cleavage | inhibition, % at 10 µM | hit rate 0.21% among 360,000 | AID 624204, 2012;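 active = inhibition at least 30% at 10 µM, raw YFP signal under a set limit, fluorescence ratio 0.5 to 1.5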;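 note: 0% = enzyme with DMSO and 100% = no enzyme wells; some results filed as inactive read as strong as hits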
Target sequence (Q9P0U3 419-644 limits assumed): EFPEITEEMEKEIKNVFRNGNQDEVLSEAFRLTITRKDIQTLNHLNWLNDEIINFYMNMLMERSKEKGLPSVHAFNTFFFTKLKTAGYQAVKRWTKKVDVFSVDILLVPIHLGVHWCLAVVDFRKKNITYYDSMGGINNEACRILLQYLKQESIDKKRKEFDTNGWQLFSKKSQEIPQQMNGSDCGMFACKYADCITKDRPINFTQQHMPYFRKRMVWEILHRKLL
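Test system: recombinant human SENP1 catalytic domain, His6-tagged / Medium: pH 8 Tris buffer with EDTA, NaCl, BME, BSA, NP40, catalase / Also added: SUMO1 FRET substrate flanked by Cypet and Ypet, 25 nM / Times: 50 min reaction at room temperature / Signal: FRET, CFP and YFP emission / Control set: no-enzyme low control and enzyme-plus-DMSO high control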
HKDC1 inh: HKDC1 hexokinase inhibitors, primary screen, biochemical, fluorescence, uHTS. Q2TB90. recombinant HKDC1, G6PDH/diaphorase resazurin coupled fluorescence. inhibition, % at 20 µM. hit rate 0.16% among 340,000;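 active = inhibition above about 35% when tested at 20 µM, limit read from the data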;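 note: plate controls were DMSO wells with enzyme for no effect and DMSO wells lacking enzyme for full effect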
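Assay system: recombinant HKDC1 hexokinase; detection: coupled resazurin fluorescence, excitation 525 nm, emission 613 nm; benchmarks: DMSO-plus-enzyme-mix negative control, buffer-substituted positive control; compound dosing: single 20 µM dose; schedule: 90 min at room temperature in dark; also added: glucose plus 1 mM ATP as hexokinase substrates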
SENP6 block: SENP6 protease inhibitors, primary screen, biochemical, luminescence, uHTS | Sentrin-specific protease 6 (Homo sapiens), Q9GZR1 | Recombinant SENP6 catalytic domain, aminoluciferin luminescence | inhibition, % at 10 µM | hit rate 1.8% among 330,000;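 active = inhibition above about 50% at the single tested dose, limit read from the data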;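 note: plate controls were DMSO wells with enzyme for no effect and DMSO wells lacking enzyme for full effect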
Target sequence (Q9GZR1 628-1112 limits assumed): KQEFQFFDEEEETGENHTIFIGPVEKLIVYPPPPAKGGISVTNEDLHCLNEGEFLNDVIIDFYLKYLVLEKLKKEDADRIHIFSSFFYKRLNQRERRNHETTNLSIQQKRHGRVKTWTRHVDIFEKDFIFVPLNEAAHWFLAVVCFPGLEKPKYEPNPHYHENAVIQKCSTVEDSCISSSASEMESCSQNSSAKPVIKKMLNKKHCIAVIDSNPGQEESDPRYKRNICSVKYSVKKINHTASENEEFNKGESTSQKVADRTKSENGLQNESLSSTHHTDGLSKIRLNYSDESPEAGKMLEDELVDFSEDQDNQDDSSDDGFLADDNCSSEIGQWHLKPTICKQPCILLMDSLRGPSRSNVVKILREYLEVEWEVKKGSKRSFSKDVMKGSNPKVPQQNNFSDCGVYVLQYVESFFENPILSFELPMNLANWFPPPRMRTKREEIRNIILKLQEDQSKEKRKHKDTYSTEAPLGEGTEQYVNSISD
SENP7 inh: SENP7 protease inhibitors, primary screen, biochemical, luminescence, uHTS. Sentrin-specific protease 7 (Homo sapiens), Q9BQF6. recombinant SENP7, Z-RLRGG-aminoluciferin luminescence, 40 min. inhibition, % at 5 µM. hit rate 1.5% among 330,000. AID 434973, 2010;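 active = inhibition above about 50% at the single test dose, limit read from the data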;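 note: plate controls were DMSO with enzyme for no effect and no enzyme buffer wells for full effect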
Target sequence (Q9BQF6 706-1050 limits assumed): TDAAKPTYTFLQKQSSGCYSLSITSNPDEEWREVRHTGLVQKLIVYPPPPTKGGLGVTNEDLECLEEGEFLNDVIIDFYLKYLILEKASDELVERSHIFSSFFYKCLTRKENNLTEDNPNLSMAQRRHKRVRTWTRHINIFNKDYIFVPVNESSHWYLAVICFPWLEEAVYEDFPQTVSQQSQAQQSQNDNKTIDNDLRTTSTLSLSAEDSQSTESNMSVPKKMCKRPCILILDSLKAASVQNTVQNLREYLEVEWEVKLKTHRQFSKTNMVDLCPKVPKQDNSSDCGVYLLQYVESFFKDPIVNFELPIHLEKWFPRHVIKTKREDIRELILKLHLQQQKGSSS
* hit, by the source's call; · = no result given; & = joins results of further samples; ! = a repeat was not active.

Compound	SENP6 block	PfGluPho inh	NALP3 yeast inh	HKDC1 inh	SENP7 inh	SENP1 inh	SENP8 block-2	Apaf-1 inh	SENP8 block-1
CCOCCCN(C(=O)CCC(=O)Nc1cc(C)on1)C(C(=O)NC(C)(C)C)c1ccccc1Cl (stereo not given)	-15	5	6	-4	-5	1	-3	4	7
CCn1c(-c2csc(C(C)C)c2)n[nH]c1=S	-7	25	31	-5	-1	4	-5	2	7
COC(=O)C1=CN(Cc2ccc(C)cc2)C=C(C(=O)OC)C1c1cc(OC)c(OC)c(OC)c1	-2	7	7	2	4	-116	11	24	-301
Cc1ccc(C(=O)CN(C(=O)c2ccc(Cl)c(Cl)c2)N2C(=O)C3C4C=CC(C4)C3C2=O)cc1 (stereo not given)	-25	8	12	13	8	3	5	-4	13
O=C(Nc1ccccc1OC(=O)c1ccc(Cl)cc1)c1ccc(Cl)cc1	-16	6	24	17	13	5	-10	-2	15
COc1ccccc1-c1sc2cc3c(cc2c1-c1ccc2c(c1)OCO2)OCO3	23	25	-4	5	6	1	14	5	-112
COc1cccc(/C=C/C(=O)OCC(=O)Nc2ccc(N3CCOCC3)cc2)c1OC	-7	7	22	-8	-7	1	-17	6	-29
CCOc1ccc2nc(N3C(=O)/C(=C/c4ccc(Cl)cc4)NC3=S)sc2c1	·	3	·	-5	·	33*	·	·	15
Cc1ccc(-c2nc(NC(=O)CSc3ncn[nH]3)ns2)cc1	7	1	5	-4	3	3	5	-12	20
COc1cc(NC(=O)c2ccccc2)c(OC)cc1Cl	-11	11	20	-7	-2	1	4	-8	24
CC(OC(=O)c1ccc(NC(=O)CC#N)cc1)C(=O)Nc1nc(-c2ccccc2)cs1 (stereo not given)	3	5	-1	-1	-3	-18	13	20	-22
CCCn1nc(C(=O)Nc2ccc(N3CCOCC3)cc2)c2ccccc2c1=O	-22	11	2	-1	-9	2	-7	5	12
N#Cc1c(C(F)(F)F)cc(-c2cccs2)nc1SCc1ccc(Cl)nc1	9	4	13	-7	4	-12	2	-1	-287
CCn1nc(C)c(CNC(=O)CC2C(=O)NCCN2CC(C)C)c1C (stereo not given)	1	-7	1	1	10	-9	-4	-13	-46
CCN(CC)S(=O)(=O)c1cc(NC(=O)CNc2c(C)n(C)n(-c3ccccc3)c2=O)ccc1C	-23	-21	-4	13	4	1	-4	3	-6
O=C(NCc1ccc2c(c1)OCO2)C1CCCN(S(=O)(=O)c2cccnc2)C1 (stereo not given)	-6	-40	-4	-6	-4	2	9	-4	5
C#CCCc1cscc1/C=[N+](\[O-])c1ccc(C(=O)OCC)cc1	-10	116*	17	1	9	-1	-3	-2	19
O=C(N/N=C/C(c1ccccc1)c1ccccc1)c1ccccc1F	-19	-10	-32	-4	3	1	6	0	11
Cc1cccc(C(=O)Nc2sc3c(c2C(=O)O)CCC3)c1	99*	60*	-10	3	87*	2	96*	-15	-94
COc1ccc(CNS(=O)(=O)c2cc(OCC(N)=O)c(C)cc2Cl)cc1	5	-7	8	-5	2	-1	4	-4	6
CCc1c(C)nn(C(=O)/C(C#N)=C\N(C)C)c1C	5	-6	19	-1	1	-1	0	1	3
CCN1CCN(C(c2cccs2)C(C)NC(=O)c2ccccc2)CC1 (stereo not given)	-2	-5	0	-5	1	2	6	2	6
CC(C)(C)C1C=C(Sc2ccccc2)C(=O)O1 (stereo not given)	-20	-23	-16	-1	-11	3	-14	-1	21
COc1cc(N)ccc1NC(=O)c1cccs1	4	48	-5	9	-3	-10	-1	15	11
COc1ccc(NC(=O)/C=C/c2cccc(F)c2)cn1	-18	18	1	-10	-2	-11	-7	7	25
CSc1ccc(CN2CCC(n3nccc3NC(=O)CCCc3ccccc3)CC2)cc1	-16	-4	12	-1	-9	-3	-18	25	14
CC(C)C(NC(=O)C1CCCCC1)C(=O)NCc1ccccn1 (stereo not given)	-15	-13	1	-5	7	1	-1	-1	21
O=S(=O)(c1ccccc1)c1cc(O)ccc1O	-4	16	7	19	2	1	-1	-1	1
COc1ccc(NC2CCCN(C(=O)CCCN3CCCCC3=O)C2)cc1 (stereo not given)	5	-1	10	7	2	0	-4	-4	-8
Cn1ncc(Cl)c1C(=O)N1CCN(c2ccc(Cl)c(Cl)c2)CC1	-20	-5	-3	-6	-7	0	-1	17	3
Cn1c(=O)cc(OCCCC(=O)NC2CCCC2)c2ccccc21	-9	-2	1	-9	-7	3	-8	-3	13
COC(=O)C1Cc2c([nH]c3ccccc23)C2(CCN(Cc3ccccc3)CC2)N1 (stereo not given)	-10	-13	6	-1	0	-8	1	9	18
CCOC(=O)COc1c(Cl)cc(/C=C2\N=C(C)OC2=O)cc1OC	17	5	-3	6	3	2	5	-12	-10
COc1ccc(/C=C/C(=O)NCc2cn(C)nc2C)cc1COc1ccc(Br)cc1	-8	10	-5	12	-16	3	-2	13	19
NC(=O)N=Nc1c(O)[nH]c2c(Br)cc(Br)cc12	-19	·	6	·	-2	·	-4	12	·
COc1ccc(C(C#N)C2(C)OCCO2)cc1OC (stereo not given)	-8	0	7	7	-6	2	3	-1	8
CCn1c(=O)c2c3c(sc2n2cnnc12)CCC3	-23	-22	11	-4	-5	2	-13	-11	11
CC(=O)c1ccc(S(=O)(=O)N2CCC(NC(=O)c3ccccc3)CC2)cc1	-12	-9	11	2	3	1	-7	3	13
CN(CC(=O)Nc1ccccc1Cl)C(=O)Cn1cnc2ccc(Cl)cc2c1=O	-2	0	-4	0	-4	2	-8	15	17
CCc1nnc(NC(=O)CN2C(=O)/C(=C/c3ccc(OC)c(OC)c3)SC2=S)s1	-6	·	16	·	-1	·	7	-3	·
COC(=O)c1ccc(COC(=O)C2CCN(S(=O)(=O)c3c(Cl)cccc3Cl)CC2)o1	-1	8	21	0	0	0	8	1	8
O=[N+]([O-])c1cc(S(=O)(=O)Nc2cccc(Cl)c2)ccc1N/N=C/c1ccc(N2CCOCC2)cc1	3	-6	11	-1	2	0	5	-16	31
Cc1ccc(Cn2ccsc2=NC(=O)CCl)cc1	-34	-3	6	0	2	-2	-6	4	-2
CN(C(=O)c1ccccc1Cl)c1ccccc1	8	-1	-42	1	-10	1	-8	-9	10
CC(C)(C)OC(=O)C[C@H]1C/C=C\C[C@@H](CC(=O)N(CCO)Cc2ccccc2)C(=O)N[C@@H](c2ccccc2)COC1=O	-5	8	26	0	-1	-1	-4	15	6
O=C(Cc1cc(=O)[nH][nH]1)N/N=C/C(Cl)=C/c1ccccc1	-5&9	-6&-12	3&11	-8&1	5&17	1&-1	-3&5	49*!	23&24
Cc1cccc(CCN2C(N(C)C)=NC[C@@H]2Cc2ccccc2)c1	-25	-20	-3	-9	-8	0	-12	16	8
CCOc1ccc(N(C(=O)c2snc(C(N)=O)c2N)C(C(=O)NCC2CCCO2)c2ccc(C)o2)cc1 (stereo not given)	-21	5	15	-5	0	-9	3	4	-255
O=C(Cc1ccccc1Cl)N1CCN(c2ccccn2)CC1	0	0	12	-1	-8	2	2	-21	-15
CCOc1ccc2nc(NC(=O)c3ccco3)sc2c1	97*	7	24	2	97*	0	92*	2	-238
CCn1c(SCC(=O)Nc2ccc3c(c2)OCO3)nnc1-c1ccccc1O	-6	-8	2	10	9	-2	-14	-9	19
CCCNc1nc2c(c(=O)[nH]c(=O)n2C)n1CCCc1ccccc1	2	12	8	-11	0	0	6	-25	7
Cc1oc(-c2ccccc2Cl)nc1CS(=O)CC(=O)NC1CC1 (stereo not given)	-10	-25	10	2	0	-1	9	-6	3
CS(=O)(=O)N(Cc1ccccc1)c1ccc(C(=O)NCC2CCCO2)cc1 (stereo not given)	-10	-17	2	-5	9	0	3	8	31
COC(=O)CN1C(=S)N(Cc2ccccc2)C(=O)C1CC(=O)Nc1ccc(OC)cc1 (stereo not given)	19	10	5	-12	3	0	6	7	22
Cc1ccc(NC(=O)c2ccc(OCc3c(C)noc3C)cc2)cc1	-2	·	7	·	-4	·	-7	-6	·
N=c1c(S(=O)(=O)c2ccc(F)cc2)cc2c(=O)n3ccccc3nc2n1CC1CCCO1 (stereo not given)	16	-27	25	6	2	-19	1	7	-350
O=C(N=Nc1c(O)[nH]c2ccccc12)c1ccc2c(c1)OCO2	66*	1	0	8	91*	2	46	-8	26
S=C(Nc1ccccc1)N1CCCCCC1	15	-2	2	0	0	5	2	-2	4
C[C@@H]1OC(Nc2ccc(N=Nc3ccccc3)cc2)[C@H](O)[C@H](O)[C@H]1O (stereo not given in full)	-1	12	31	-3	2	1	-3	-17	40*

Remaining list, next part
Compound	SENP6 block	PfGluPho inh	NALP3 yeast inh	HKDC1 inh	SENP7 inh	SENP1 inh	SENP8 block-2	Apaf-1 inh	SENP8 block-1
COc1cccc(-c2nc(CS(=O)CC(=O)NCc3ccc4c(c3)OCO4)c(C)o2)c1 (stereo not given)	7	4	11	-6	9	-1	-7	9	-2
CCOc1ncccc1C(=O)Nc1ccc(F)c(F)c1	-30	19	27	-9	-3	2	-4	7	3
COc1ccc(-c2ccc(=O)n(Cc3ccc([N+](=O)[O-])cc3)n2)cc1	-16	2	17	-4	0	1	-7	-2	26
CC(=O)c1c(C)oc2ccc(O)c(CN3CCOCC3)c12	2	-2	8	-3	-2	0	3	-8	5
CCCc1cc(=O)[nH]c2nnc(SCC(=O)Nc3ccc(NC(C)=O)cc3)n12	-8	-2	19	-2	-9	0	3	-4	-3
Cc1ccc(N(CC(=O)N2CC(=O)Nc3ccccc32)S(=O)(=O)c2ccc3c(c2)OCCO3)cc1	-27	-2	8	7	-9	1	-13	14	0
CC(CCc1ccccc1)NC(=O)C1CCN(S(=O)(=O)c2cnc[nH]2)CC1 (stereo not given)	-5	9	9	0	7	3	6	9	19
COCCNC(=O)CC(NS(=O)(=O)c1ccc(NC(C)=O)cc1)C(C)C (stereo not given)	-12	-4	11	0	13	-1	4	-26	18
CCCC(=O)Nc1ccc(Cl)c(NC(=O)c2cccnc2)c1	-2	-11	2	-7	0	0	-6	-13	9
